# Screening data (PubChem BioAssay)
# JMJD2C inh: inhibitors of GASC-1 histone demethylase, primary screen, biochemical, fluorescence, DELFIA europium; Lysine-specific demethylase 4C (Homo sapiens), Q9H3R0; GST-JMJD2C(1-420) H3K9me3 demethylation; inhibition, % at 2.35 µM; actives 0.069% (n = 330,000); AID 2099, 2009;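 active means more than half of a compound's replicate wells show inhibition beyond 50%, single wells judged on their own value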;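 further: signal counts dimethyl H3K9 product captured on neutravidin plate; 0% = median of DMSO wells and 100% = 0.3 times that DMSO median; strong numbers were not always called active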
# GRK2 inh: compounds blocking aptamer binding on GRK2 – biochemical, human GRK2, bead flow cytometry, HTS, primary screen; Beta-adrenergic receptor kinase 1 (Homo sapiens), P25098; FAM-aptamer displacement from GRK2; inhibition of aptamer binding, % at 10 µM; actives 0.59% (n = 330,000); AID 488847, 2010;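 active means inhibition of aptamer binding above 40%, roughly 3 SD of noise, on plates passing a quality check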;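 further: median bead fluorescence of bound FAM aptamer so fluorescent compounds give negative values; no value below 0 was filed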
# PP1 counter: PP1-alpha phosphatase inhibitors, primary screen, counter-screen for PP5 inhibitor project, biochemical, fluorescence, OMFP substrate, single point. inhibition, % at 6.7 µM. purified PP1alpha. AID 2235, 2010. Serine/threonine-protein phosphatase PP1-alpha catalytic subunit (Homo sapiens), P62136. actives 0.9% (n = 320,000);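 active means inhibition above the mean inhibition of all tested compounds plus 3 SD, computed separately for each screening campaign, cut at about 15% in these data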
# Target sequence (P62136 whole entry, looked up): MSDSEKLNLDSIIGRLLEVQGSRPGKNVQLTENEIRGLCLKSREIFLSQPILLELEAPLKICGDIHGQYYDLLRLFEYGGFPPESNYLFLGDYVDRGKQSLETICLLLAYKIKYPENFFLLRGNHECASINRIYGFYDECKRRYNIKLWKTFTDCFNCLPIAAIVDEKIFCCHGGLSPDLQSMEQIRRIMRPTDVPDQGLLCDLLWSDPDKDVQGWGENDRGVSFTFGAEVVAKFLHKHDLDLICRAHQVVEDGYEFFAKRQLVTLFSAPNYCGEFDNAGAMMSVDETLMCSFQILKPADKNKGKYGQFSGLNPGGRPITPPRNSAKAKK
# PP5 inh: PP5 phosphatase inhibitors, primary screen, biochemical, fluorescence; Serine/threonine-protein phosphatase 5 (Homo sapiens), P53041; purified PP5c, OMFP substrate fluorescence; inhibition, % at 6.7 µM; actives 0.18% (n = 320,000); AID 1987, 2009;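 active means inhibition above the campaign's mean inhibition across all tested compounds plus 3 SD, cut at about 9.5% in these data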;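 further: 0% = DMSO only and 100% = 100 µM cantharidin control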
# proCasp3 act: activators of human procaspase-3 D3A mutant, primary screen, biochemical, absorbance, PC-3 D3A mutant, single concentration | Caspase-3 (Homo sapiens), P42574 | recombinant procaspase-3 D3A, Ac-DEVD-pNA absorbance 405 nm | activation, % at 8.5 µM | actives 0.11% (n = 330,000);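 active means activation above the mean of all tested compounds plus 3 SD, cut at about 21% in these data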;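 further: 0% = DMSO alone and 100% = DMSO wells spiked with extra 5 µM PC-3 D3A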
# Target sequence (P42574 whole entry D9A/D28A/D175A): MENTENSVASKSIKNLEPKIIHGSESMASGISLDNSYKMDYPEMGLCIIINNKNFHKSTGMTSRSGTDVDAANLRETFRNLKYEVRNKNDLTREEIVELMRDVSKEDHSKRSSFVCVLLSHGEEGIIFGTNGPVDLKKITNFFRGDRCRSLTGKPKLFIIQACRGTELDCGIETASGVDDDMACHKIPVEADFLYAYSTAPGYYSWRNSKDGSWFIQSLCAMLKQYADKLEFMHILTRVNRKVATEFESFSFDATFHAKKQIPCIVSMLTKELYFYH
#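 Evaluation: percent activation relative to control range; Material: Procaspase-3 D3A mutant, all three cleavage aspartates alanine; Compound: single dose, 8.5 µM nominal compound, 0.8% DMSO; Replication: one well per compound; Signal: absorbance at 405 nm, 0 and 120 min; Schedule: 1 h preincubation plus 2 h reaction at 25 °C.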
# CTSL1 counter: Fasciola hepatica cathepsin L1 inhibitors, primary screen, counter-screen for PFM18AAP inhibitor project, biochemical, QFRET, fluorogenic peptide substrate. recombinant F. hepatica cathepsin L1, Z-Leu-Arg-MCA fluorescence. actives 0.49% (n = 300,000). AID 1906, 2009. inhibition, % at 5.96 µM;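 active means inhibition above the mean of all tested compounds plus 3 SD, set per screening campaign, cut at about 17% in these data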;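 further: 0% = plate median of test compound wells and 100% = 1 µM Z-Phe-Ala-diazomethylketone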
# VLA-4 inh: inhibition in human VLA-4 binding assay, primary screen, VLA-4 allosteric modulator project, MLPCN library, flow cytometry, VLA-4 expressing cells | Integrin alpha-4 (Homo sapiens), P13612 | ligand binding flow cytometry | inhibition, % (about 7 µM as worked out from the volumes in the protocol) | actives 0.2% (n = 330,000) | AID 2557, 2010; in the data active means inhibition above about 50%
# procasp7 counter: procaspase-7 activators, primary screen, counter-screen for procaspase-3 activator project, biochemical, absorbance, HTS, human | Caspase-7 (Homo sapiens), P55210 | recombinant procaspase-7, Ac-DEVD-pNA absorbance 405 nm; D23A/D198A/D206A triple mutant, cannot self-cleave; scale: DMSO 0, 5 µM enzyme 100 | activation, % at 8.5 µM | actives 0.093% (n = 330,000) | AID 463210, 2010;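 active means percent activation above the screen-wide mean plus 3 SD, cut at about 25% in these data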
# Target sequence (P55210 whole entry D23A/D198A/D206A): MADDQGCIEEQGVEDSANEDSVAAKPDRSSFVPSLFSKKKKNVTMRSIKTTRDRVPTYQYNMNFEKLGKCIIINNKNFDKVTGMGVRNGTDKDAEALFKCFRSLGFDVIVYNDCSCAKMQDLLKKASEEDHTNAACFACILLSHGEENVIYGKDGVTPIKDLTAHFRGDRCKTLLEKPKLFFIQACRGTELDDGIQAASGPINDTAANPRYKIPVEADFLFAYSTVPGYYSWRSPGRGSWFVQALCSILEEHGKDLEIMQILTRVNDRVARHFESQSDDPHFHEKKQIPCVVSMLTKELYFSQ
#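 System: Procaspase-7 triple mutant (PC-7 D3A); measure: % activation from two-timepoint absorbance difference, scaled to controls; times: 1 h compound preincubation, 2 h substrate cleavage, 25 °C; also added: Ac-DEVD-pNA substrate, 400 µM as added; measured by: Epi-absorbance of released pNA at 405 nm, two timepoints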
# core dimer inh: inhibitors of HCV core protein dimerization, primary screen, biochemical, TR-FRET, high-throughput; TR-FRET GST/Flag-core106 dimerization, 1536-well; actives 0.33% (n = 300,000); inhibition, % at 5 µM;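 active means inhibition above the mean of all tested compounds plus 3 SD, set per screening campaign, cut at about 45% in these data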
#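 test system = GST/Flag-tagged HCV core106 proteins | probe or stimulus = Eu donor and XL665 acceptor anti-tag antibodies | times = compound-protein-antibody incubation 4 h at 22.5 °C | signal = TR-FRET, excitation 340 nm, emission 617 and 671 nm | measure = percent inhibition of core106 dimerization signal | controls = wells lacking GST-core106 and wells with excess unlabelled core106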
# An asterisk follows results filed as active; i = inactive; . = no result given. Compounds were not picked by outcome; any-hit rate near 2.6%.
[1] Cc1cc(C)n(-c2ccccc2[N+](=O)[O-])n1
[2] CCOc1ccc(C(=O)NCCC(=O)NCCCC(=O)O)cc1
[3] CN(C)C(=O)CCC(=O)N1CCCCC1C(=O)Nc1ccc(Oc2ccccc2F)cc1 (stereo not drawn)
[4] C=CCNc1nc(Cl)nc(Nc2ccccc2)n1
[5] COc1ccc(Br)cc1/C=C/C(=O)NC(=S)Nc1ccc(Cl)c(C(=O)O)c1
[6] CC(C)c1cccc(C(C)C)c1NC(=O)CN1C(=O)NC2(CCCCCCC2)C1=O
[7] O=C(NC(=S)Nc1cccc(C(F)(F)F)c1)c1csnn1
[8] N#C/C(=C\C=C\c1ccccc1)C(=O)Nc1ccccc1
[9] CCCOc1ccc(CSc2nnc(CCC)n2N)cc1
[10] COC(=O)c1ccc(CNC(=O)Cn2nnnc2CN(C)C(C)C)cc1
compound no.	1	2	3	4	5	6	7	8	9	10
JMJD2C inh	-2	3	-7	8	2	-1	1	0	8	-17
GRK2 inh	0	0	1	3	3	2	1	0	0	0
PP1 counter	-1	-3	-1	-5	3	-1	4	0	-1	-3
PP5 inh	-0.7	0.9	1.9	2.4	-0.6	0.5	0.1	1.5	-1.6	4.2
proCasp3 act	-2	-4	-5	-6	8	12	-11	5	4	-1
CTSL1 counter	2	7	2	-3	1	.	0	2	-1	-3
VLA-4 inh	-6	-1	7	3	2	14	2	-6	8	31
procasp7 counter	3	4	11	-1	8	7	-8	4	-2	-7
core dimer inh	-3	0	-7	2	14	.	-3	27	0	-11

[11] O=C(Cc1cc(=O)[nH]c(=O)[nH]1)NCCN1CCOCC1
[12] CC(C)CCNC(=O)CN(Cc1ccc(F)cc1)C(=O)CCC(=O)Nc1ccccn1
[13] Cc1nnc(NC(=O)CC(C)c2ccccc2)s1 (stereo not drawn)
[14] CCSc1ncc(Cl)c(C(=O)Nc2ccc(S(=O)(=O)Nc3onc(C)c3C)cc2)n1
[15] O=C(Nc1ccc(F)cc1F)C1CCCN1S(=O)(=O)c1ccc(-c2ccc(=O)[nH]n2)s1 (stereo not drawn)
[16] COc1ccc(CNC(=O)CCn2c(=O)oc3ccccc32)c(OC)c1
[17] COCCNC(=O)CCc1c(C)nc2c(c(C)nn2-c2ccc(C)c(C)c2)c1C
[18] COC(=O)[C@@]12CCCCN1[C@H](c1ccc(-c3ccc4c(c3)OCO4)cc1)[C@H]1C(=O)N(C)C(=O)[C@H]12
[19] Cc1cc(C)nc(NC(=O)C(C)C)n1
[20] Clc1ccccc1-c1ncc(-c2ccccc2)o1
compound no.	11	12	13	14	15	16	17	18	19	20
JMJD2C inh	-11	-2	9	7	9	26	7	.	-2	-6
GRK2 inh	0	1	2	0	2	1	1	0	1	0
PP1 counter	-4	4	2	-4	3	-3	0	.	9	1
PP5 inh	-3.7	-0.6	-5.0	1.4	-0.1	3.6	2.7	.	4.0	1.4
proCasp3 act	-6	3	1	5	5	-1	7	-6	1	3
CTSL1 counter	1	4	-2	3	0	-1	5	.	-3	2
VLA-4 inh	0	-10	10	1	8	-2	5	-1	22	15
procasp7 counter	-8	-2	-18	-9	5	-10	8	10	9	3
core dimer inh	-1	-4	7	2	16	-6	-6	.	-1	2

[21] COc1cc2ccccc2cc1C(=O)N1CCCC1
[22] COc1cc(OC)c(OC)cc1CN(C)CC1CCCN(CCc2ccccc2F)C1 (stereo not drawn)
[23] O=C(NCCN1CCOCC1)c1ccc(Cl)c(S(=O)(=O)NCc2ccccc2)c1
[24] O=C(NCC1CCCO1)c1ccc2c(c1)OCO2 (stereo not drawn)
[25] Cn1cnnc1Sc1nc([N+](=O)[O-])nn1C
[26] CSCCC(NC(=O)c1ccccc1Cl)C(=O)N(C)Cc1cccs1 (stereo not drawn)
[27] CNC(=O)NC(=O)COC(=O)c1ccccc1OCc1ccccc1
[28] CCOc1ccc(Nc2ncnc3ccc([N+](=O)[O-])cc23)cc1
[29] O=C1c2ccccc2NC(c2cn[nH]c2-c2ccccc2)N1O (stereo not drawn)
[30] CCCC(=O)Nc1cc(C)c(NC(=O)c2ccncc2)cn1
compound no.	21	22	23	24	25	26	27	28	29	30
JMJD2C inh	-8	4	4	3	11	-12	-7	-5	2	7
GRK2 inh	4	0	0	0	0	0	2	1	1	0
PP1 counter	1	0	.	-2	3	0	-3	0	-2	-10
PP5 inh	-1.4	1.4	.	1.5	3.1	3.6	-0.1	-1.1	-0.1	-0.6
proCasp3 act	6	-1	-1	6	10	0	-7	2	7	-8
CTSL1 counter	4	-2	.	0	-8	3	-2	3	-4	-8
VLA-4 inh	-7	4	-1	6	1	-11	0	13	-1	3
procasp7 counter	3	-2	4	0	7	-2	2	6	5	-2
core dimer inh	-21	3	.	-5	-11	9	0	-1	-8	3

[31] COc1ccc(CNC(=O)c2csc(Cc3ccccc3)n2)cc1
[32] Cn1c(=O)n(C)c2cc([N+](=O)[O-])c(N3CCN(CCO)CC3)cc21
[33] Oc1ccc(-c2csc(Nc3ncccn3)n2)cc1
[34] CCOc1ccccc1OCC(=O)OC(C)C(=O)Nc1ncc(Cl)cc1Cl (stereo not drawn)
[35] COc1ccccc1-c1noc(Cn2cc(S(=O)(=O)N3CCCC3)ccc2=O)n1
[36] CC(NC(=O)c1ccc(Br)o1)c1ccccc1 (stereo not drawn)
[37] CCOC(=O)C1CCCN(C(=O)Cc2c(C(=O)O)[nH]c3ccccc23)C1 (stereo not drawn)
[38] O=C(c1cc(-c2ccc(Cl)cc2)nc2ccccc12)N1CCC1
[39] CCOc1cc(/C=N\NC(=O)Cn2nc([N+](=O)[O-])cc2C)ccc1OCc1cccc2ccccc12
[40] CCNc1nc(NCC)n2c(SCC(=O)Nc3ccccc3[N+](=O)[O-])nnc2n1
compound no.	31	32	33	34	35	36	37	38	39	40
JMJD2C inh	2	4	3	9	3	0	5	6	-1	-3
GRK2 inh	1	0	4	1	3	0	0	0	0	1
PP1 counter	-1	0	-1	7	-1	3	-1	-3	5	11
PP5 inh	2.8	-0.2	0.5	-1.5	2.3	-0.6	0.3	-0.7	3.8	-5.3
proCasp3 act	2	3	13	0	10	2	-4	-6	6	-6
CTSL1 counter	-2	2	-1	.	.	-11	-6	-4	5	-5
VLA-4 inh	7	0	0	-11	-39	1	8	0	3	13
procasp7 counter	7	8	-2	5	12	9	-6	-2	-4	-9
core dimer inh	2	-3	0	.	.	1	-4	4	17	-6

# Record cards (already shown).
# CCOc1ccccc1OCC(=O)OC(C)C(=O)Nc1ncc(Cl)cc1Cl (stereo not drawn) reads JMJD2C inh: 9; GRK2 inh: 1; PP1 counter: 7; PP5 inh: -1.5; proCasp3 act: 0; CTSL1 counter: .; VLA-4 inh: -11; procasp7 counter: 5; core dimer inh: .
# COc1ccccc1-c1noc(Cn2cc(S(=O)(=O)N3CCCC3)ccc2=O)n1 reads JMJD2C inh: 3; GRK2 inh: 3; PP1 counter: -1; PP5 inh: 2.3; proCasp3 act: 10; CTSL1 counter: .; VLA-4 inh: -39; procasp7 counter: 12; core dimer inh: .
# O=C(c1cc(-c2ccc(Cl)cc2)nc2ccccc12)N1CCC1 reads JMJD2C inh: 6; GRK2 inh: 0; PP1 counter: -3; PP5 inh: -0.7; proCasp3 act: -6; CTSL1 counter: -4; VLA-4 inh: 0; procasp7 counter: -2; core dimer inh: 4

# The listing continues.
[41] CCC(=O)NC(=S)Nc1ccccc1C(=O)OC
[42] Cc1ccc(NC(=O)Nc2cc(S(C)(=O)=O)ccc2Cl)cc1
[43] O=C1/C(=C/c2ccccn2)SC(=S)N1CCc1ccccc1
[44] O=C(O)c1cc(/C=C/C(=O)c2cc(F)ccc2O)c2c(c1)COCO2
[45] CCC(C)NC(=O)c1cc(-c2ccc(OC)cc2)on1 (stereo not drawn)
[46] NC(=O)c1c(NC(=O)c2cccnc2)sc2c1CCCC2
[47] O=C(CCS(=O)(=O)c1ccc(Br)cc1)NCCc1ccccc1
[48] COc1ccc(C(=O)N=C2SC3CS(=O)(=O)CC3N2Cc2ccc(OC)c(OC)c2)cc1 (stereo not drawn)
[49] Clc1ccc(-c2noc(CSc3nnc(Cc4cccs4)n3-c3ccccc3)n2)cc1
[50] Cn1c(SCC(=O)Nc2ccc(N3CCOCC3)c(Cl)c2)nnc1-c1ccccc1
compound no.	41	42	43	44	45	46	47	48	49	50
JMJD2C inh	-2	0	13	0	i	-10	0	3	-3	4
GRK2 inh	33	5	3	14	2	5	70*	0	3	3
PP1 counter	-3	-4	3	-5	-6	4	1	-3	10	-5
PP5 inh	-0.1	-0.6	0.3	2.1	2.8	4.2	-1.6	1.6	0.1	2.8
proCasp3 act	-3	2	2	10	2	1	0	-1	4	2
CTSL1 counter	0	0	-1	-2	0	10	8	0	7	-4
VLA-4 inh	-37	-1	-11	-6	6	10	2	4	-1	0
procasp7 counter	-10	6	6	8	0	-5	4	3	10	4
core dimer inh	2	0	4	5	-2	8	2	-2	23	3

[51] CSc1ccc(C2NN=C(c3ccccc3)S2)cc1 (stereo not drawn)
[52] Cc1cc(C)c(C#N)c(Nc2ccccc2)n1
[53] O=C1Nc2ccccc2C(O)(C(=O)NCc2ccco2)N1c1ccc(Cl)cc1 (stereo not drawn)
[54] COc1ccc(CCNC(=O)Cc2cc(OC)c(OC)cc2[N+](=O)[O-])cc1OC
[55] CCOc1ccc(NC(=O)C2CCC(CNc3c(N4CCOCC4)c(=O)c3=O)CC2)cc1 (stereo not drawn)
compound no.	51	52	53	54	55
JMJD2C inh	0	-5	4	-16	1
GRK2 inh	0	0	1	0	2
PP1 counter	0	2	-3	-5	-1
PP5 inh	-0.8	1.3	2.5	2.1	-0.1
proCasp3 act	-5	5	3	0	-4
CTSL1 counter	-2	-1	-2	3	0
VLA-4 inh	13	3	-11	9	14
procasp7 counter	4	5	3	7	5
core dimer inh	5	3	-1	-4	-12
